# Source: PubChem BioAssay (several laboratories)
# TRAIL sens C8: viability loss with TRAIL in NB7+C8 cells, primary screen, TRAIL sensitizer project, cell-based, ATPlite luminescence. inhibition (viability loss, TRAIL sensitization), % at 10 µM. 360,000 compounds, 1% hits;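 active = compounds causing at least 50% loss of cell viability in the single-dose screen, relative to plate controls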
# TWEAK Fn14 block: inhibitors of TWEAK-Fn14 signaling, primary screen, luciferase reporter cells, uHTS; 360,000 compounds, 2% hits; TWEAK-stimulated Fn14 reporter cells, luciferase luminescence, 8 h; inhibition, % at 10 µM; in the data active = inhibition above about 50%
# MITF TRPM1 inh: inhibitors of MITF-dependent TRPM1 promoter reporter, primary screen, cell-based, SK-MEL-5, single point, luciferase | SK-MEL-5 TRPM1 promoter luciferase, 24 h | inhibition, % at 12.5 µM | 330,000 compounds, 0.83% hits | AID 488899, 2010;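 active = mean inhibition across replicates of 60% or more, whatever share of single replicates reaches that level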; also: values of inactives mirror those of a sister screen read the other way
# NR2E3 ag-1: inhibitors of NR2E3-RetCOR corepressor binding, primary screen, NR2E3 agonist project, biochemical, TR-FRET, GST-NR2E3, biotin-RetCOR; Photoreceptor-specific nuclear receptor (Homo sapiens), Q9Y5X4; 1536-well; inhibition of corepressor binding, % at 4.78 µM; 320,000 compounds, 0.12% hits; AID 2300, 2010;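 active = percent inhibition above the cutoff of mean plus 3 SD of all tested compounds, set per screening campaign, cut at about 20% in these data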;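 also: 0% = DMSO wells and 100% = biotin wells as full block of FRET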
# Target sequence (Q9Y5X4 whole entry, looked up): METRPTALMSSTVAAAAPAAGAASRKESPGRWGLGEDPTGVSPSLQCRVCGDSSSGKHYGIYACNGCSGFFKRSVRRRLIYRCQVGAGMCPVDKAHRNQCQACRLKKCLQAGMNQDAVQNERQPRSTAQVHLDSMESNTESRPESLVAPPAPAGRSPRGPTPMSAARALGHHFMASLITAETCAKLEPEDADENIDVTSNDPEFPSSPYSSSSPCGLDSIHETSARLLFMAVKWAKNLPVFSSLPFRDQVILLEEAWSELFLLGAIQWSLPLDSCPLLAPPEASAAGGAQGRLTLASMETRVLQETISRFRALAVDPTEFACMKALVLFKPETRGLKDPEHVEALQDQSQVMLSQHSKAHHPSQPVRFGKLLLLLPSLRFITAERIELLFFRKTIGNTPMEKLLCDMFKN
#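 Format: 1536-well format; test system: GST-NR2E3 and biotin-RetCOR proteins; read-out basis: percent inhibition of TR-FRET ratio; timing: 5 h incubation at 4 °C; detection: time-resolved FRET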
# Peg3 prom inh: Peg3 promoter-driven luciferase inhibitors, primary screen, cell-based, HeLa, luciferase luminescence; HeLa PEG-Prom luciferase reporter, overnight; 360,000 compounds, 1.7% hits; inhibition, % at 20 µM;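 active = inhibition of at least 50% at 20 µM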
# Shn3 inh set2: reduction of Shn3 3'UTR firefly luciferase signal, primary screen, Schnurri-3 inhibitor project, cell-based, Clone20 osteoblasts, set 2 | Clone20 osteoblast Shn3 3'UTR firefly luciferase, 24 h | inhibition, % at 12.5 µM | 360,000 compounds, 0.52% hits | AID 588674, 2011;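 active = mean inhibition of at least 75% with every replicate also reaching 75%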;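 also: 0% = median of neutral control wells and 100% = pilot-screen positive control compound; some compounds past the cut are filed as inactive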
# NR2E3 ag-2: NR2E3 agonists in two-hybrid cells, primary screen, cell-based, luminescence, CHO-S, Gal4-NCOR/VP16-NR2E3; Photoreceptor-specific nuclear receptor (Homo sapiens), Q9Y5X4; luciferase; inhibition of corepressor binding, % at 3.98 µM; 360,000 compounds, 0.35% hits; AID 602229, 2012;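 active = inhibition above the mean of all tested compounds plus 3 SD, cut at about 70% in these data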;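 also: 0% = DMSO with NR2E3 transfected cells and 100% = cells lacking NR2E3 construct; higher means lower luciferase signal from less NR2E3 corepressor binding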
# TROY NFkB inh: inhibitors of TROY-driven NF-kB signaling, primary screen, Q293 LMP1-TROYcd cells, NF-kB luciferase, uHTS | Q293 LMP1-TROYcd NF-kB luciferase reporter, 4 h | inhibition, % at 10 µM | 360,000 compounds, 0.98% hits;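 active = compounds whose plate-normalised and pattern-corrected inhibition of the luciferase reporter signal at the single screening dose is 50% or more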
# HIF-2a block: HIF-2a reporter inhibitors, primary screen, luminescence, 786-0 RCC cells. 786-0 RCC cells HIF-2a reporter, luciferase luminescence, overnight. inhibition, % at 18.8 µM. 360,000 compounds, 0.72% hits. AID 624352, 2012;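 active = inhibition of the luminescence signal of 40% or more relative to plate controls, in a single-dose primary screen at 18.75 µM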
# KKLEB cytotox: cytotoxicity in KKLEB CF airway cells, primary screen, cytotoxicity control for CF NF-kB inhibitor project, cell-based, uHTS, fluorescence assay plates; KKLEB CF airway cells viability, ATPlite luminescence, overnight; hits give low values; cells stimulated with P. aeruginosa culture filtrate; activity change (cytotoxicity), % at 5 µM; 360,000 compounds, 0.36% hits; AID 602141, 2011;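 active = corrected activity change at or below -50% at 5 µM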
# CF NFkB block: inhibitors of PAF-induced NF-kB signaling, primary screen, cell-based, GFP fluorescence, uHTS. KKLEB NF-kB-GFP reporter, GFP fluorescence overnight. inhibition, % at 5 µM. 360,000 compounds, 0.86% hits;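 active = at least 50% inhibition at 5 µM, scaled per plate between neutral and stimulator controls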;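 also: PAF is a Pseudomonas aeruginosa culture filtrate used as stimulus; plate controls were PAF-stimulated DMSO wells for no effect and unstimulated DMSO wells for full effect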
# An asterisk follows results filed as active; . = not tested or not shown. This is a subset (hit frequency here may not be typical).
SMILES,TRAIL sens C8,TWEAK Fn14 block,MITF TRPM1 inh,NR2E3 ag-1,Peg3 prom inh,Shn3 inh set2,NR2E3 ag-2,TROY NFkB inh,HIF-2a block,KKLEB cytotox,CF NFkB block
CCc1nc2ccccc2c(C(=O)OCC(=O)NCCCN2CCCC2=O)c1C,23.1,11.1,11.7,1.6,1.3,-4.4,-34.3,-8.5,12.5,4.9,0.5
CCc1ccc(NC(=O)C/C(C)=N/NC(=O)COc2ccccc2C)cc1,2.3,11.3,4.1,3.6,-1.5,-6.8,-62.3,-4.7,-9.6,-0.2,2.9
O=C(C1CCCCC1)N1C[C@H](n2cc(C3CC3)nn2)[C@@H](O)C[C@@H]1c1ccc(Cl)cc1,-11.2,15.4,.,.,6.5,-14.2,-5.2,-5.6,5.0,-3.0,-6.5
COC(OC)c1ccnc(-c2ccc(OC(=O)c3cccs3)cc2)n1,-4.6,-10.4,-19.8,-3.0,-46.8,-3.5,-25.4,-2.6,-57.6,3.1,-4.1
O=C(c1ccc(S(=O)(=O)c2ccccc2Cl)c([N+](=O)[O-])c1)N1CCCCCC1,29.9,65.5*,47.9,3.4,17.7,63.4,5.6,25.1,14.9,-4.5,21.2
CC(C)COc1ccc(CNC(=S)NCc2ccccc2)cc1,0.5,14.0,3.1,1.2,8.9,14.1,-30.2,17.0,2.4,8.2,-12.6
Cc1ccc(C)c(S(=O)(=O)N2CCN(C(=O)CCNC(=O)c3ccc(Br)cc3)CC2)c1,0.3,7.1,1.0,2.6,24.5,12.1,7.6,14.8,11.0,-14.9,21.8
O=C(Nc1ccccc1C(=O)N/N=C/c1ccc(F)cc1)c1ccccc1Br,8.4,-9.8,-15.1,-3.5,-35.1,-16.2,11.3,-21.1,-81.3,-14.9,-8.3
Cc1ccc(N2CC(C(=O)Nc3nnc(SCC(=O)N4CCOCC4)s3)CC2=O)cc1 (stereo not given),-26.8,21.7,0.9,2.0,17.1,-24.3,-30.9,-7.0,-2.3,-5.1,14.7
CC1CCN(CCCNC(=O)c2ccc3c(Cl)c4c(nc3c2)CCCC4)CC1,25.5,-18.9,15.0,-0.9,33.0,-14.5,26.9,-1.9,-8.3,-27.0,-0.5
COc1cc2[nH]c(=S)n(NC(=O)c3ccccc3)c(=O)c2cc1OC,-0.6,3.8,13.8,0.9,15.5,0.2,-4.5,-6.4,16.5,11.6,8.8
COc1ccc(S(=O)(=O)Nc2ccc3c(c2)OCCO3)cc1Cl,-0.8,16.1,10.0,-0.5,7.4,25.4,4.9,26.3,-9.9,-9.2,9.9
O=C(Cn1nnc2ccccc21)N/N=C\c1cccs1,-5.0,-11.7,-0.4,0.3,-0.3,11.9,-16.1,-25.3,-2.2,-19.3,9.0
Cc1cc(C)n2nc(S(=O)(=O)NCCc3ccccc3)nc2n1,-21.7,4.2,-11.5,0.3,10.3,-3.3,-18.4,1.2,8.6,12.3,2.7
N#CC(C(=O)c1ccccc1Cl)=C1SCCCS1,-4.7,5.7,15.1,1.5,15.0,-13.0,14.7,-7.7,7.4,-7.2,13.9
Cc1cccc(/C=N/NC(=O)NC2CCCCC2)c1,7.4,-23.3,-25.5,1.6,-52.4,2.6,-44.0,-74.4,-115.7,-4.6,-3.3
Cc1ccc(NC(=O)N(C2=NCC(C)S2)c2ccccc2)cc1 (stereo not given),-10.2,-10.4,-85.8,0.6,-76.3,7.9,-66.8,-55.7,-165.2,-4.2,-11.7
CCc1c(C#N)c(N)nc(SCC(=O)OCc2ccccc2)c1C#N,-3.8,5.9,5.8,0.6,0.9,-43.4,-4.7,-8.8,5.4,11.6,-44.1
Cc1ccc(Nc2nnc(SCC(=O)N(C)C3CCS(=O)(=O)C3)s2)cc1 (stereo not given),40.5,-10.1,-5.5,0.3,-45.3,-22.6,-8.9,-41.6,-96.9,-2.2,-17.9
CCOc1ccc(C(=O)CCC(=O)NC2=NCCS2)cc1,-5.3,-30.3,-7.5,0.8,3.3,-2.3,-16.5,11.4,-11.0,-9.9,9.0
CCCn1c(=S)[nH]c2cc(C(=O)N3CCc4ccccc4C3)ccc2c1=O,-2.0,-1.9,12.4,5.5,26.3,-1.6,-1.8,12.2,13.1,-25.1,-0.3
O=C(OCc1ccc(Cl)c(Cl)c1)c1cnccn1,2.9,2.6,5.6,1.6,12.5,-2.7,-5.8,4.0,1.5,4.2,-18.4
CCOC(=O)[C@@H]1[C@H]2COc3ccccc3[C@H]2N2C(=O)N(c3cccc(F)c3)C(=O)[C@]12C,-6.9,6.1,-1.2,1.2,19.6,-0.4,-3.0,-7.9,24.6,6.2,-5.2
O=C(O)CCN1C(=O)/C(=C\c2ccncc2)SC1=S,1.1,33.7,-7.1,2.6,13.8,-66.4,3.5,10.8,14.7,-0.3,16.8
Nc1c(C(=O)Nc2ccccc2)sc2ncc([N+](=O)[O-])cc12,1.6,-27.9,.,0.3,-76.8,.,-24.6,-25.9,-110.8,14.2,-18.5
O=C(Nc1ccc(-c2nc3ccccc3[nH]2)cc1)c1ccccc1NS(=O)(=O)c1ccc(F)cc1,-2.9,8.3,-1.4,-0.4,-17.8,-15.2,-0.4,58.1*,-48.2,-19.6,-17.1
CC(C)(C)c1ccc(-c2noc(CCC(=O)NCC3CCCO3)n2)cc1 (stereo not given),49.8,25.9,83.8*,2.5,-151.2,59.3,83.0*,-3.5,79.9*,-11.0,6.9
COc1ccc(OC)c2c1sc(=NC(=O)C1CCCCC1)n2C,2.0,-7.3,-11.5,1.3,-8.9,-4.9,-14.3,-8.9,3.6,3.0,10.4
CC1(C)CC(=O)C2=C(C1)N1C(=C(C#N)C2c2ccc(Cl)cc2)N=C(N)c2ccccc21 (stereo not given),7.7,5.9,45.1,2.2,31.6,21.1,-27.3,-7.4,29.7,-0.4,-13.3
COc1cc(OC)c(NC2=CC(=O)C(=O)c3ccccc32)cc1Cl,95.5*,17.6,99.3*,0.3,3.8,41.6,-23.8,-4.3,9.1,-21.0,84.9*
COc1ccc(S(=O)(=O)NCc2ccco2)cc1-c1nnc2c3ccccc3c(C)nn12,-2.4,-10.3,2.2,1.2,13.7,6.8,-3.7,11.8,19.0,-6.2,-3.7
CC1(C(=O)NC2CCCC2)CCC(=O)N1C1CCN(Cc2ccccc2)CC1 (stereo not given),-4.5,2.5,.,.,-12.7,-20.4,3.2,23.2,-1.6,-24.1,-77.2
COc1ccc(NC(=O)C2CCCN(c3c4c(nc5ncnn35)CCC4)C2)cc1OC (stereo not given),-10.8,-16.8,10.6,3.1,18.8,31.4,5.1,1.7,11.9,-10.6,-5.7
CCc1ccc(NC(=O)Nc2ccncc2)cc1,19.3,-5.4,-73.7,0.2,-166.9,-2.9,-36.9,-32.9,-194.3,-5.7,16.4
O=S(=O)(/N=C/c1ccccc1O)c1cccs1,-11.9,7.3,-4.8,0.3,2.2,0.6,-18.4,-10.7,2.4,13.4,-11.8
COC(=O)CSc1nnc([C@H](Cc2ccccc2)NC(=O)OC(C)(C)C)o1,-5.3,-15.8,-3.4,2.5,7.8,-22.9,-4.8,9.2,22.0,-0.3,-0.4

# 3 consecutive entries from above:
SMILES,TRAIL sens C8,TWEAK Fn14 block,MITF TRPM1 inh,NR2E3 ag-1,Peg3 prom inh,Shn3 inh set2,NR2E3 ag-2,TROY NFkB inh,HIF-2a block,KKLEB cytotox,CF NFkB block
CCc1ccc(NC(=O)Nc2ccncc2)cc1,19.3,-5.4,-73.7,0.2,-166.9,-2.9,-36.9,-32.9,-194.3,-5.7,16.4
O=S(=O)(/N=C/c1ccccc1O)c1cccs1,-11.9,7.3,-4.8,0.3,2.2,0.6,-18.4,-10.7,2.4,13.4,-11.8
COC(=O)CSc1nnc([C@H](Cc2ccccc2)NC(=O)OC(C)(C)C)o1,-5.3,-15.8,-3.4,2.5,7.8,-22.9,-4.8,9.2,22.0,-0.3,-0.4

# The listing continues.
SMILES,TRAIL sens C8,TWEAK Fn14 block,MITF TRPM1 inh,NR2E3 ag-1,Peg3 prom inh,Shn3 inh set2,NR2E3 ag-2,TROY NFkB inh,HIF-2a block,KKLEB cytotox,CF NFkB block
COCCn1c(=O)[nH]c2cc(C(=O)Nc3nnc(C)s3)ccc21,8.0,-0.7,-24.7,1.3,-22.4,-43.0,-14.6,10.4,-74.7,12.4,2.3
CCN1CCN(C(=S)Nc2ccc(C(C)=O)cc2)CC1,-1.7,-6.3,-1.8,-3.9,-1.5,8.4,-1.0,-5.0,14.4,16.9,-6.7
CCn1nnnc1SCC(=O)N1c2ccccc2Sc2ccccc21,-7.0,63.2*,12.5,0.1,8.9,7.3,-8.7,34.7,11.4,-4.1,14.3
CCCCC(=O)NC(NC(=S)N1CCOCC1)C(Cl)(Cl)Cl (stereo not given),-7.3,3.0,-3.0,-3.3,-1.9,-5.6,-5.4,12.4,11.2,-2.4,-7.1
COc1ccc(C(=O)COC(=O)C2CC3CCCC(C2)C3=O)cc1Br (stereo not given),-1.7,4.9,-4.5,1.9,-8.8,-7.0,15.2,-20.5,-8.4,-4.8,17.8
Cc1cc(N/N=C/c2ccc(Cl)cc2Cl)nc(NCc2ccccc2)n1,4.2,21.5,7.8,3.5,-7.6,42.2,1.8,7.1,-9.3,-2.2,16.4
CCCC(C(=O)NC(C)(C)CC)N(CC1CCCO1)C(=O)CNS(=O)(=O)c1ccc(F)cc1 (stereo not given),-14.5,3.1,-6.1,2.4,0.8,8.5,11.4,10.4,-0.8,2.3,-15.1
CCCn1nnnc1NC(=O)c1cc(Br)ccc1OC,-0.8,3.5,13.3,-0.1,9.9,1.2,3.7,1.9,11.8,-5.2,-7.0
Cc1ccc(NC(=O)C2CC(=O)Nc3nncn32)cc1 (stereo not given),-4.4,-5.4,8.7,5.4,-40.9,-56.9,-8.0,24.6,13.6,2.4,-11.5
Cc1ccc(NS(C)(=O)=O)c(C(=O)c2ccccc2)c1,2.6,-11.4,10.2,-1.4,3.4,7.2,-17.9,0.8,15.3,1.9,11.5
CC(C)NC(=O)N(C)C[C@H]1Oc2ccc(NC(=O)C3CC3)cc2C(=O)N([C@H](C)CO)C[C@@H]1C,-10.3,12.4,-12.4,.,-7.5,10.2,21.7,0.9,22.0,2.2,-18.7
Oc1ccccc1/C=N/NC(=S)NC1CC2CCC1C2 (stereo not given),15.7,30.4,-44.4,3.1,-165.7,-37.2,47.8,-39.1,-267.9,-3.9,2.4
O=C(NCc1cccnc1)NC1CC(=O)N(c2ccc3c(c2)OCCO3)C1 (stereo not given),-6.9,2.2,-6.6,4.1,7.5,-12.5,-10.3,-2.2,6.4,-7.3,16.9
